# LYP inhibition – PTPN22 lymphoid phosphatase activity blockers – biochemical, fluorescence intensity, uHTS (AID 1779) | one-dose inhibition, % at 11.5 µM; IC50 in µM for titrated hits | recombinant LYP phosphatase, fluorescence intensity; higher % means a stronger effect | 290,000 tested, 0.054% active;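 note: plate controls were vehicle with enzyme for no effect and no enzyme for full effect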
# P. falciparum M17LAP – P. falciparum M17LAP inhibitors, primary screen, biochemical, fluorogenic H-Leu-NHMec substrate, 1536-well (AID 1619); recombinant M17LAP, H-Leu-NHMec fluorogenic kinetic assay; higher % means a stronger effect; inhibition, % at 30 µM, or IC50 in µM where a hit was titrated; 220,000 tested, 0.38% active;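 active = compound inhibiting the enzyme by more than half at any dose during confirmatory dose-response retesting; inconclusive = strong single-dose inhibitors picked by rank but not retested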;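 note: plate controls were full reaction with DMSO carrier for no effect and no enzyme background for full effect; strong numbers were not always called active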
# Yfh1-off respiration – mitochondrial function rescue without frataxin homolog – Friedreich's ataxia, plus single-dose screen, dose response (AID 1465); S. cerevisiae Yfh1-off respiration, WST-1 reduction, 72 h; higher fold induction means a stronger effect; one-dose fold induction at 50 µM; EC50 in µM for titrated hits; 220,000 tested, 0.074% active;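 active = fold induction of absorbance versus untreated yeast above a set limit, then at least 30% activation at any dose in follow-up; inconclusive = repeats straddling the limit, or above it without dose testing; inactive = fold induction below the set limit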;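 note: activators that raise dye reduction in frataxin-depleted yeast; strong numbers were not always called active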
# XIAP displacement – small molecules displacing peptide from XIAP – biochemical, IAP family, fluorescence polarization (AID 1018) | XIAP BIR domain, fluorescence polarization peptide displacement; higher % means a stronger effect | displacement, % at 20 µM, or IC50 in µM where a hit was titrated | 200,000 tested, 0.007% active; in the data active = displacement above about 50%; note: a part of the inactive calls stands beside numbers as strong as those of hits
# WT yeast gro inh – growth inhibition of WT yeast, mitochondrial fusion screen; inhibition, % at 10 µM; 190,000 tested, 2.1% active; mitochondrial fusion phenotypic screen, WT strain; in the data active = inhibition above about 58%; tested in S. cerevisiae
# PMI inhibition – human PMI inhibitors, high substrate, primary screen, biochemical, fluorescence intensity, high mannose 6-phosphate (AID 1220) | inhibition, % at 20 µM, or IC50 in µM where a hit was titrated | recombinant PMI enzyme, coupled fluorescence intensity; higher % means a stronger effect | 190,000 tested, 0.66% active
# M1AAP inhibition – malaria alanyl aminopeptidase activity blockers – biochemical, fluorogenic H-Leu-NHMec substrate, 1536-well (AID 1445) | recombinant M1AAP, H-Leu-NHMec fluorogenic kinetic assay; higher % means a stronger effect | 220,000 tested, 0.42% active | inhibition, % at 30 µM; hits with a dose series show IC50 in µM;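 active = primary inhibition above the hit cutoff, then over 50% inhibition at one or more dose response concentrations, cut at about 23% in these data, passing the limit was not always enough; inconclusive = conflicting primary data, or primary hits not chosen for dose response; inactive = low primary inhibition, or under 50% at every dose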;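 note: plate controls were DMSO full reaction for no effect and no enzyme background for full effect; strong numbers were not always called active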
# human PMI inhibition – MPI enzyme activity inhibition – biochemical, fluorescence intensity, coupled assay, primary screen (AID 1209). purified PMI enzyme, coupled fluorescence intensity; higher % means a stronger effect. inhibition, % at 20 µM; hits with a dose series show IC50 in µM. 190,000 tested, 0.42% active;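 note: plate controls were DMSO vehicle for no effect and wells lacking substrate for full effect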
# TNAP activation fold – stimulation of alkaline phosphatase TNAP activity – biochemical, luminescent, no phosphate acceptor, uHTS, primary screen (AID 1001); 200,000 tested, 0.03% active; purified TNAP, luminescent activation assay, no phosphate acceptor; higher activation fold means a stronger effect; activation fold at 20 µM; hits with a dose series show EC50 in µM; in the data active = activation fold from about 3, or a potency from the dose series; inactive = the rest, 99 in 100 with activation fold below about 1.6; note: many of its hits are not listed in these tables
# WT yeast gro inh mutant strain – second read-out of WT yeast gro inh, no call of its own (marks repeat the call); inhibition, %; mitochondrial fusion phenotypic screen, mutant strain inhibition
# An asterisk follows results filed as active; i = inactive; ? = inconclusive; . = no result given. Cut-off read from the data, not from the text of the source, unless noted: active = inhibition above about 50%; inactive = the rest.
SMILES,LYP inhibition,P. falciparum M17LAP,Yfh1-off respiration,XIAP displacement,WT yeast gro inh,WT yeast gro inh mutant strain,PMI inhibition,M1AAP inhibition,human PMI inhibition,TNAP activation fold
COc1ccc(NC(=O)c2c(Cl)cnn2C)c(C)c1,-2%,1%,i,-0.4%,4,2,7%,5%,5%,1.1
COC(=O)CCC(=O)Nc1ccc(C)cc1OC(=O)CCC(=O)OC,4%,13%,i,-5.1%,0,13,-20%,10%,-17%,1
CCOC(=O)c1c(N2C(=O)Nc3ccccc3N2O)sc2c1CCCCC2,9%,3%,i,-4.1%,-5,6,-6%,?,3%,1.2
Cc1ccc(-c2nnn(CC(=O)N(Cc3cccs3)C(C(=O)NC(C)(C)C)c3ccc(C)o3)n2)o1 (stereo not given),4%,8%,i,-5.9%,6,5,-3%,2%,2%,0.9
CCCCOC(=O)C1=C(C)Nc2ncnn2C1c1cc(OC)c(OC)cc1OC (stereo not given),-2%,-7%,i,-2.1%,-4,0,21%,6%,13%,1.1
c1ccc2c(Nc3nc(-c4ccncc4)nc4ccccc34)cccc2c1,-6%,4%,i,.,.,.,.,5%,.,.
COc1ccc(CNC(=O)CSc2nc(C)cs2)cc1,-4%,-27%,i,-4.2%,-6,-11,-1%,3%,2%,1.1
CCC(=O)Nc1nc2ccc(NC(=O)c3cc(OC)c(OC)c(OC)c3)cc2s1,6%,13%,i,-5.9%,-21,-5,2%,5%,3%,1.1
Cc1cccc2c(N=O)c(O)[nH]c12,-11%,12%,i,.,.,.,.,11%,.,.
CCOC(=O)c1ccc(S(=O)(=O)Nc2ccccc2-c2nnn(CC)n2)cc1,-3%,-3%,i,-4.9%,17,30,11%,3%,-9%,1

# Single records, from the list above. Order of screens: LYP inhibition | P. falciparum M17LAP | Yfh1-off respiration | XIAP displacement | WT yeast gro inh | WT yeast gro inh mutant strain | PMI inhibition | M1AAP inhibition | human PMI inhibition | TNAP activation fold
# CCOC(=O)c1ccc(S(=O)(=O)Nc2ccccc2-c2nnn(CC)n2)cc1 is listed with -3% | -3% | i | -4.9% | 17 | 30 | 11% | 3% | -9% | 1
# Cc1cccc2c(N=O)c(O)[nH]c12 is listed with -11% | 12% | i | . | . | . | . | 11% | . | .
# COc1ccc(CNC(=O)CSc2nc(C)cs2)cc1 is listed with -4% | -27% | i | -4.2% | -6 | -11 | -1% | 3% | 2% | 1.1

# Further compounds follow.
SMILES,LYP inhibition,P. falciparum M17LAP,Yfh1-off respiration,XIAP displacement,WT yeast gro inh,WT yeast gro inh mutant strain,PMI inhibition,M1AAP inhibition,human PMI inhibition,TNAP activation fold
O=C(Nc1ccc2c(c1)OCO2)C1CCCN1C(=O)OCc1ccccc1 (stereo not given),-10%,3%,i,-5.0%,5,-5,-1%,4%,1%,1.2
Cc1ccc(S(=O)(=O)N2CCOCC2)cc1NC(=O)COC(=O)C1COc2ccccc2O1 (stereo not given),-2%,0%,i,-2.9%,2,11,-5%,4%,11%,1.2
Cc1ccc(CCN2CC(C(=O)NCCCN3CCN(C)CC3)CC2=O)cc1 (stereo not given),-12%,0%,i,-4.4%,-2,8,-5%,1%,1%,1.1
CC(=O)CC(=O)NC(=NC1CCCCC1)Nc1nc(C)cc(C)n1,-2%,8%,i,-7.2%,16,0,10%,4%,6%,0.8
CCCCOC(=O)CSc1nc(N)c(C#N)c(-c2ccc(OC)cc2)c1C#N,0%,7%,i,-1.1%,-1,1,11%,3%,13%,1.1
Cc1ccc(-c2csc(N3C(=N)SCC3=O)n2)cc1,-11%,4%,i,.,.,.,.,9%,.,.
CC(C(=O)NC(C)(C)C)N(Cc1cccs1)C(=O)CCN1CCc2ccccc21 (stereo not given),0%,5%,i,-3.0%,16,16,11%,4%,2%,1.1
COc1cc(/C=C/C(=O)O)cc(S(=O)(=O)Nc2ccccc2SC)c1OC,2%,-4%,i,-3.6%,-18,-9,-4%,7%,-14%,1.1
Nn1c(-c2ccccc2Cl)nnc1-c1ccccc1Cl,-4%,-3%,i,-21%,1,-1,-125%,-4%,-72%,1
O=C(c1ccco1)[C@@H]1[C@@H]2C(=O)N(c3ccc(Br)cc3)C(=O)[C@@H]2C2c3ccccc3C=CN21 (stereo not given in full),44%,.,i,-2.1%,.,.,-25%,.,-44%,1
Cc1ccsc1C1CC(=O)Nc2ccccc2S1 (stereo not given),-10%,13%,i,.,.,.,.,4%,.,.
O=C(COc1ccc(Cl)cc1)NCc1nnc(SCC(=O)Nc2ccc3c(c2)OCCO3)o1,-6%,6%,i,-4.1%,-5,-11,3%,8%,0%,1.1
O=C(CNC(=O)c1cc(=O)[nH]c2ccccc12)Nc1ccc(F)c(F)c1,-3%,-1%,i,-3.0%,-18,12,8%,2%,1%,1.1
Cn1c(CCNC(=O)c2ccco2)nc2cc(NC(=O)C3CCCCC3)ccc21,1%,0%,i,-0.6%,-15,5,-13%,4%,-11%,1.1
CCN(CC)c1ccc(NC(=O)c2cccnc2)c(C)c1,-8%,-151%,i,-1.4%,4,8,4%,3%,6%,1.1
C=CCNC(=S)Nc1ccc(OC(F)F)c(Cl)c1,-3%,0%,i,-7.5%,12,16,2%,-2%,1%,1.1
CCOC(=O)C1(C)NC(c2cccs2)C2C(=O)N(c3ccc(OC)cc3)C(=O)C21 (stereo not given),-7%,3%,i,-6.1%,-5,-12,10%,5%,11%,1.1
CCOC(=O)c1c(C)[nH]c(C(=O)N/N=C/c2cccc(OC)c2)c1C,-4%,8%,.,-2.5%,19,0,7%,1%,5%,1.1
CCOP(=O)(/C(C#N)=C(/O)c1ccccc1)c1ccccc1 (stereo not given),-1%,-6%,i,.,.,.,.,5%,.,.
Cc1ccc(C2C(C(=O)c3cccs3)=C(O)C(=O)N2c2nnc(C)s2)cc1 (stereo not given),-3%,37%,i,-8.9%,-3,-21,-26%,11%,-45%,1.1
Cc1ccc(C(=O)NN2C(=O)CSC2=S)cc1,-3%,33%,i,-5.9%,-14,-17,-7%,3%,-7%,1.1
COc1ccc(-c2csc(/C(C#N)=C/Nc3ccc4c(c3)OCCO4)n2)cc1,-2%,4%,i,-5.2%,-6,-1,8%,-2%,9%,1.1
O=S(=O)(c1ccccc1)c1nc(-c2ccco2)oc1N1CCOCC1,-8%,-12%,i,-3.8%,4,0,0%,2%,4%,1.1
O=C(O)C1CC(=O)N(c2ccc3c(c2)OCCO3)C1 (stereo not given),-7%,5%,i,0.1%,-5,0,4%,-3%,-1%,1.1
Cc1cc(/C=N/NC(=O)c2ccc(O)cc2)c(C)n1CC(C)C,-4%,0%,i,.,.,.,.,12%,.,.
NNC(=O)CSCc1nc(-c2ccc(Cl)cc2)cs1,-4%,7%,i,.,.,.,.,5%,.,.
N#C/C(=C\c1cn[nH]c1-c1ccc(Cl)cc1)C(=O)NCc1ccccc1,-2%,0%,.,21%,4,4,6%,8%,14%,1
CC(C)(C)c1ccc(NC(=O)COC(=O)C2=COCCO2)cc1,-6%,32%,i,-2.6%,0,-12,8%,12%,6%,1.1
COc1cc(NC(=S)NCCN2CCOCC2)cc(OC)c1,-4%,5%,i,1.8%,15,11,5%,2%,-2%,1
CN(C)C(=O)CSc1nnc(-c2cc(-c3cccs3)nc3ccccc23)o1,1%,0%,i,-2.1%,12,-5,-4%,4%,8%,1
CC(=O)Nc1ccc(NC(=O)c2sc3nc4n(c(=O)c3c2C)CCCCC4)cc1,-3%,21%,i,-2.6%,-18,-20,34%,1%,9%,1.2
CCn1ncc(/C=C/C(=O)NCc2cnn(C)c2C)c1C,-4%,-7%,i,4.2%,-4,-5,9%,1%,4%,1.1
COc1ccc(S(=O)(=O)N(CC(=O)O)c2ccccc2)cc1,-9%,7%,i,-1.6%,-13,-6,-6%,-2%,-4%,1.1
Cc1ccc(S(=O)(=O)N2CCCN(c3nc4cc(C)ccc4cc3C#N)CC2)cc1,-4%,-15%,i,-2.4%,12,-8,-18%,-3%,-14%,1.1
COc1ccc(C(=O)/C=C/N(C)C)cc1OC,-10%,36%,i,-3.1%,3,-2,7%,9%,-1%,1
Cc1[nH]c2ccccc2c1C(=O)CSc1nc2ncc(Cl)cc2[nH]1,-7%,1%,i,-18%,-31,11,-31%,3%,-5%,0.4
CCOc1ccc(C/C(N)=N/n2cnnc2)cc1,-1%,-5%,i,-0.3%,-18,31,9%,2%,15%,1.1
CCOC(=O)Cc1csc(NC(=O)c2cccs2)n1,-6%,11%,i,-1.7%,11,2,-2%,1%,-4%,1.1
Cc1cc([N+](=O)[O-])nn1CC(=O)Nc1cnc2ccccc2c1,-1%,0%,i,-1.4%,-10,4,-11%,0%,-8%,1.1
Cc1ccccc1NC(=O)Cn1c(=O)n(Cc2ccccc2)c(=O)c2c(C)c(C)sc21,-3%,2%,i,-1.5%,14,-13,9%,-4%,9%,1.2
CCOC(=O)C(C)Sc1ccc2nnc(CCNS(=O)(=O)c3ccccc3)n2n1 (stereo not given),-3%,-1%,i,-7.8%,2,10,-2%,7%,-8%,1.2
CC1CCN(S(=O)(=O)N2CCC(C(=O)NC3CCCC3)CC2)CC1,2%,10%,i,-11%,-11,9,1%,-8%,-8%,1
O=C(c1ccc(OC2CCN(Cc3ccccn3)CC2)cc1)N1CCCCCC1,-11%,3%,i,-4.7%,2,2,13%,6%,16%,1.1
CCOC(=O)CCCNC(=O)COc1ccccc1C#N,1%,9%,i,-0.1%,1,4,5%,9%,-6%,1
O=C(CCN1CCN(c2ccccc2)CC1)N/N=C/c1ccccc1OC(F)F,-3%,1%,i,-5.2%,1,2,-26%,9%,-12%,1.1
CC(C)(C)NC(=O)Cn1cnc([N+](=O)[O-])n1,-6%,8%,i,-0.3%,21,17,10%,5%,11%,1.1
CC(C)CC(=O)N(Cc1ccc(F)cc1)C1CCS(=O)(=O)C1 (stereo not given),-8%,3%,i,-3.6%,12,4,1%,-3%,1%,1.1
Cc1cc(NC(=O)Nc2cc(C)nn2-c2ccccc2)n(-c2ccccc2)n1,-1%,2%,i,-1.0%,9,-14,4%,0%,2%,1.2
NC(=O)[C@@H]1CCOc2c(F)cc([N+](=O)[O-])cc2C(=O)N[C@@H](CO)C(=O)NCC(=O)N1,-6%,-2%,i,-6.4%,9,0,-6%,-6%,-9%,1.1
COc1cc(OC)cc(C(=O)OCC(=O)Nc2ccc(N3CCCCC3)cc2)c1,-1%,-3%,i,-9.2%,-9,10,-11%,-3%,-4%,1
COc1ccc(-c2csc3nc(C)nc(N4CCN(c5ccc(C(C)=O)cc5)CC4)c23)cc1OC,14%,-4%,i,-1.9%,29,17,-10%,-1%,-2%,1
S=C(NCCN1CCOCC1)N/N=C/c1c2ccccc2cc2ccccc12,5%,3%,i,-12%,22,14,-14%,0%,-10%,1
COc1ccc(CCNC(=O)CC2Nc3ccccc3NC2=O)cc1OC (stereo not given),-7%,4%,i,-4.2%,.,.,37%,8%,19%,1.1

# Screening results (PubChem)
